# Screens: PubChem, several laboratories
# PPARg SRC-2 ag: agonists of SRC-2 recruitment by human PPARgamma | P37231 | 200,000 tested, 0.34% active | PPARgamma LBD-SRC-2 recruitment, biochemical | activation, % at 8 µM; in the data active = activation above about 22%;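 also: 0% = vehicle and 100% = reference agonist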
# SRC2 TRFRET art: flags TR-FRET format artefacts in PPARgamma SRC-2 recruitment agonist screen. TR-FRET artefact counter-screen; active compounds read high. TR-FRET ratio at 8 µM. 200,000 tested, 0.4% active. AID 1049; in the data active = TR-FRET ratio above about 2000; also: inactives centre near 1500
# bIAP activator: intestinal alkaline phosphatase (bovine) activation | AID 1016 | 200,000 tested, 0.17% active | purified bovine IAP, CDP-star luminescence, 30 min; active compounds read high; fold of DMSO-control signal, blank-subtracted | activation factor at 20 µM;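 active = activation factor of 2 or more at 20 µM, a signal rise over negative controls twice the positive control's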
# bIAP inh: blocks bovine intestinal alkaline phosphatase activity; inhibition, % at 20 µM; 190,000 tested, under 10 active; AID 1019; purified bovine IAP, CDP-star luminescence, 30 min;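 active = over 50% inhibition of intestinal alkaline phosphatase at 20 µM in the single-dose screen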
#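 test system = bovine IAP enzyme | medium = DEA buffer 100 mM, pH 9.8, with MgCl2 1.0 mM, ZnCl2 0.02 mM | detection = luminescence | dosing = single compound dose of 20 µM, 2% DMSO final | incubation = 30 min reaction at room temperature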
# S1P3 antag: blocks the human S1P3 receptor | Q99500 | CHO S1P3 NFAT-BLA reporter, FRET fluorescence, antagonist mode | inhibition, % at 4.98 µM | 170,000 tested, 0.27% active | AID 485;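 active = inhibition above the plate cutoff, the mean inhibition of test wells on that plate plus 3 SD, cut at about 28% in these data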;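 also: cells challenged with S1P at its EC80 of 0.8 µM; blue over green emission ratio from cleaved BLA substrate after 4 h stimulation; 0% = S1P-stimulated wells and 100% = unstimulated DMSO-only wells; some compounds past the cut are filed as inactive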
# TLR4-MyD88 BLA: inhibitors of human TLR4-MyD88 binding; AID 861; inhibition, % at 8.4 µM; HeLa CL3-4 TLR4/MyD88 BLA complementation, FRET ratio; 200,000 tested, 0.18% active; O00206+Q99836; in the data active = inhibition above about 25%;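 also: 0% = vehicle and 100% = reference inhibitor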
# Target sequence (O00206 whole entry, looked up): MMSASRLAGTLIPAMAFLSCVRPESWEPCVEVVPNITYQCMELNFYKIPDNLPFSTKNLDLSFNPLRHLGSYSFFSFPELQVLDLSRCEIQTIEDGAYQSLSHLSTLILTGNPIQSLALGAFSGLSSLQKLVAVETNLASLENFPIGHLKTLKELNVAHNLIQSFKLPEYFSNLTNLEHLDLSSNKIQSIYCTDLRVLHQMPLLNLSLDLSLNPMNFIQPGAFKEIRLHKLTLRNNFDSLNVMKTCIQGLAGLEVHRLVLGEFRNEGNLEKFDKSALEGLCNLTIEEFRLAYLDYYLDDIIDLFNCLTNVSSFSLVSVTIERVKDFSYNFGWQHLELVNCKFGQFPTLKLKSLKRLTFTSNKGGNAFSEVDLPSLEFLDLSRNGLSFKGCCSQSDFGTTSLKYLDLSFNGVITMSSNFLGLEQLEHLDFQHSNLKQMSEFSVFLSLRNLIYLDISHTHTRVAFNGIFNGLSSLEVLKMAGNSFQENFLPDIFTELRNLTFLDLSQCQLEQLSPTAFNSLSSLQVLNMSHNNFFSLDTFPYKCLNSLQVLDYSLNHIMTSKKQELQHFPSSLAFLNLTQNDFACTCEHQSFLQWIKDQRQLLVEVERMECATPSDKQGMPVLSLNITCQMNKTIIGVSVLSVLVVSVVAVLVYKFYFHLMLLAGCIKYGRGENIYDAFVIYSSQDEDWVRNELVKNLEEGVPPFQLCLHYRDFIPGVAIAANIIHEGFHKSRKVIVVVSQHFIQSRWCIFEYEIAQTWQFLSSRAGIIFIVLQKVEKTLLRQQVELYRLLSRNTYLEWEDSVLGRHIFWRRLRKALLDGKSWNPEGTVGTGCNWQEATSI
# Target sequence (Q99836 whole entry, looked up): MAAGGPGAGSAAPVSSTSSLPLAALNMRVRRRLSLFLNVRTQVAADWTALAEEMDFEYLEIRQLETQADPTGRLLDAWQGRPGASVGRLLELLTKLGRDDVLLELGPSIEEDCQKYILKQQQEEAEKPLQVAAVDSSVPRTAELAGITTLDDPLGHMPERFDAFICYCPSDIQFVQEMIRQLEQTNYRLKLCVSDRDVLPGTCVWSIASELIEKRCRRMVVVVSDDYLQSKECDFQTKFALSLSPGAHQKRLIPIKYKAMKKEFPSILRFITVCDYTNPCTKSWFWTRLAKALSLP
# PPARg SRC3 recr: promotes SRC-3 coactivator recruitment by human PPARgamma | 200,000 tested, 0.26% active | P37231 | biochemical PPARgamma/SRC-3 coactivator recruitment assay | activation, % at 8 µM; in the data active = activation above about 23%;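 also: 0% = DMSO and 100% = reference agonist; some compounds past the cut are filed as inactive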
# ROMK mod: modulates human ROMK potassium channel activity. P48048. Tet-inducible ROMK, thallium flux fluorescence; actives lie on both sides. B-score at 10 µM. 130,000 tested, 2% active. AID 1918;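 active = signal ratio slope over the read window, or its plate-corrected B-score, at least 3 SD from the plate mean, either direction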;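 also: B-score of the F/F0 ratio slope over 7 to 12 s after thallium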
# Redox H2O2 prof: compounds producing H2O2 with reducing agent – biochemical, NIH compound library profiling, artefact control for MLSCN library redox annotation, primary screen | activation, % at 10 µM | DTT-dependent redox cycling H2O2, phenol red/HRP absorbance; 100% = 100 µM peroxide control, 0% = buffer | AID 878 | 200,000 tested, 0.03% active;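 active = activation of at least 50% relative to the plate's high and low controls in the primary single-dose screen; inactive = activation below 50%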;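 also: compound incubated with DTT at 0.8 mM final as the reducing agent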
# PPARg SRC1 recr: PPARgamma-driven SRC-1 recruitment agonism; 200,000 tested, 0.41% active; AID 631; activation, % at 8 µM; PPARgamma-SRC-1 coactivator recruitment biochemical assay; in the data active = activation above about 19%;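 also: 0% = DMSO and 100% = reference agonist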
# Lmaj promast: reduces viability of Leishmania major promastigotes; AID 1063; inhibition, % at 10 µM; resazurin fluorescence viability; 200,000 tested, 9% active; in the data active = inhibition above about 50%;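 also: promastigotes grown with compound for 44 hours at 28 °C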
# An asterisk follows results filed as active; · = not tested or not shown.
smiles,PPARg SRC-2 ag,SRC2 TRFRET art,bIAP activator,bIAP inh,S1P3 antag,TLR4-MyD88 BLA,PPARg SRC3 recr,ROMK mod,Redox H2O2 prof,PPARg SRC1 recr,Lmaj promast
CC1(C)Cc2c(sc3c2c(=N)n(Cc2ccco2)c(=O)n3Cc2ccccc2)CO1,0,1556,1.1,-9,42,2,9,·,2.5,3,82*
Cc1cccc(NS(=O)(=O)c2ccc(Oc3ccccc3)cc2)n1,0,1430,0.9,10,-12,8,-12,·,0.7,-6,-6
O=C(CSc1nc2ccccc2n1S(=O)(=O)c1ccccc1)N1CCCCC1,4,1364,1,0,·,-1,-2,·,1.6,0,9
O=C1CN=C(Nc2ccccc2)N1Cc1cccs1,-9,1504,1,5,·,0,0,·,3.6,-4,-7
Cc1ccc(S(=O)(=O)N2CCCCC2)cc1NC(=O)COC(=O)C1=COCCO1,-6,1425,1.1,-10,0,16,-5,-0.16,-0.4,8,1
O=S(=O)(NC1CCCCCCC1)c1cccs1,8,1468,0.7,31,3,0,3,·,1.9,0,-1
Cc1nn(C2CCS(=O)(=O)C2)c(Cl)c1/C=C/C(=O)OCC(=O)Nc1ccccc1[N+](=O)[O-] (stereo not drawn),6,1571,1,-4,-2,-3,-2,-0.22,-1.5,8,-3
CC(=O)c1ccccc1NC(=O)COC(=O)CCCN1C(=O)c2cccc3cccc(c23)C1=O,7,1677,1,3,-15,-9,5,0.15,0.5,7,1
Cc1ccc(-c2nc3ccccc3[nH]2)s1,6,1659,0.9,10,8,-1,5,·,-0.9,10,12
COc1ccc(NC(=S)Nc2cccc(C(F)(F)F)c2)c(C)c1,0,1614,0.9,7,-15,-32,4,0.22,1.1,2,11
Cc1[nH]c(C)c(C(=O)O)c1CNC1CCCCC1C (stereo not drawn),2,1609,0.9,8,9,0,1,·,-0.7,1,-7
O=C(NCc1ccc(C(F)(F)F)cc1)C12CN(Cc3ccccc3)CC1C(c1cccc([N+](=O)[O-])c1)=NO2 (stereo not drawn),-4,1522,0.9,5,·,6,-1,·,-2.7,0,20

# Some of these compounds in order of SMILES length, largest number first.
smiles,PPARg SRC-2 ag,SRC2 TRFRET art,bIAP activator,bIAP inh,S1P3 antag,TLR4-MyD88 BLA,PPARg SRC3 recr,ROMK mod,Redox H2O2 prof,PPARg SRC1 recr,Lmaj promast
O=C(CSc1nc2ccccc2n1S(=O)(=O)c1ccccc1)N1CCCCC1,4,1364,1,0,·,-1,-2,·,1.6,0,9
O=C1CN=C(Nc2ccccc2)N1Cc1cccs1,-9,1504,1,5,·,0,0,·,3.6,-4,-7
Cc1ccc(-c2nc3ccccc3[nH]2)s1,6,1659,0.9,10,8,-1,5,·,-0.9,10,12

# The list goes on:
smiles,PPARg SRC-2 ag,SRC2 TRFRET art,bIAP activator,bIAP inh,S1P3 antag,TLR4-MyD88 BLA,PPARg SRC3 recr,ROMK mod,Redox H2O2 prof,PPARg SRC1 recr,Lmaj promast
O=C(NNc1nc2ccc(Cl)cc2s1)c1cc(-c2cccs2)nc2ccccc12,4,1310,0.9,11,-4,0,2,-0.63,3.5,-3,-9
O=C(NC(=S)N1CCCc2ccccc21)c1ccc([N+](=O)[O-])cc1,-1,1497,1,2,·,-1,0,·,1.6,-4,0
C/C(=N\NC(=O)c1ccccc1O)c1c(O)cc(C)oc1=O,-5,1371,1.1,-10,·,-10,2,·,-4.0,-4,-10
Cc1cc(C)cc(COn2ccnc2)c1,-3,1616,1,3,·,3,4,0.93,0.0,2,-3
COC(=O)C1=C(N)OC2=C(C(=O)CC(C)(C)C2)C1c1cccs1 (stereo not drawn),7,1525,1.1,-7,-27,3,5,·,-2.8,9,9
O=C(NC(Cc1c[nH]c2ccccc12)c1nnc2n1CCCCC2)c1ccccc1 (stereo not drawn),-7,1485,1,-1,·,-4,-3,·,0.1,-2,-1
Cc1ccc(Cn2nnc3c(=O)[nH]c(C4CCN(S(=O)(=O)c5ccc(C)cc5)CC4)nc32)cc1,-4,1418,1,-4,·,-3,-5,1.1,0.1,-1,-1
COc1cc2cc3c(N)c(C(=O)Nc4sc(C)c(C)c4C#N)sc3nc2cc1OC,-4,1759,0.8,16,·,11,17,·,-1.9,0,-4
CCC1Oc2ccccc2N(Cc2ccccc2C)C1=O (stereo not drawn),-1,1445,0.8,20,·,0,0,-0.42,0.0,6,3
CCOC(=O)C1CCCN(CCC(=O)Nc2cccc(F)c2)C1 (stereo not drawn),1,1472,1,0,3,6,-8,·,3.2,-2,-6
O=C(CN(C(=O)CSc1nc2ccccc2o1)c1cccc(F)c1)NC1CCCCC1,-6,1506,0.9,10,·,4,2,·,1.9,3,3
O=C(NC(=S)Nc1ccccc1N1CCCC1)c1ccc(F)cc1,-2,1614,0.8,22,-14,-3,-1,-0.41,-0.2,10,6
Cc1ccc(C(=O)NCCOC23CC4CC(CC(C4)C2)C3)cc1,3,1647,0.9,6,·,-8,7,-0.48,1.9,6,28
CCOc1ccccc1C(=O)N[C@H](C(=O)Nc1nc2c(s1)CCCC2)C(C)C,8,1576,1,4,15,14,4,·,-0.2,-4,22
CCOC(=O)C1=NN(c2cccc(C)c2)C2(S1)SC(C(C)=O)=C(C)N2c1ccccc1 (stereo not drawn),3,1466,1,4,·,3,7,0.48,-0.3,-1,13
CCOC(=O)c1oc2cccc(O)c2c1CN(Cc1ccccc1)C(C)=O,-9,1534,1,2,21,-1,-2,-1.3,2.2,2,24
c1ccc(Cn2nnc3c(N4CCOCC4)ncnc32)cc1,11,1583,0.9,6,7,2,7,·,-0.3,4,-11
Cc1cc(C)nc(SCC(=O)O)n1,-8,1356,1,4,-17,-3,-4,-0.98,0.1,-7,14
CCC(=O)Nc1cc(C(=O)OCc2ccc(C(=O)Oc3ccccc3)cc2)ccc1C,-2,1761,1.2,-21,1,-10,3,-0.0056,0.0,5,0
O=C1c2ccccc2C(=O)N1CC1c2ccccc2CCN1C(=O)CN1CCOCC1 (stereo not drawn),7,1629,0.9,12,-22,4,1,-0.17,-0.5,5,1
Cc1ccccc1OCc1nnc(SCc2nc3ccccc3c(=O)[nH]2)n1C,3,1552,0.9,8,7,-8,-2,0.47,0.0,-2,-7
C/C(N)=C(/C#N)C(=O)COC(=O)c1ccc(C#N)cc1,4,1451,1.1,-11,12,-11,2,0.81,-0.4,11,-8
CCOc1ccc2[nH]c(C)c(CN3CCOCC3)c(=O)c2c1,2,1493,1,-3,-52,-21,-5,·,-0.1,1,3
CN(Cc1cn(-c2ccccc2)nc1-c1cc2ccccc2o1)C(=O)CCC(=O)O,5,1603,1.1,-9,-19,-5,4,0.05,-0.8,9,-3
CCOC(=O)/C=C1\SCC(=O)N1CC(=O)N1CCOCC1,1,1415,1.1,-9,-5,-1,3,0.51,0.0,0,1
COc1ccc(C(=O)Nc2nc(-c3ccccc3)c(C(C)=O)s2)c(OC)c1,-5,1488,1,-2,-49,-16,5,0.083,-0.3,2,3
O=C(NCC1CCCO1)C(c1cccs1)N(Cc1cccs1)C(=O)c1ccc(-c2ccccc2)[nH]1 (stereo not drawn),-7,1355,1.1,-8,0,-6,-1,-2.2,0.1,-4,99*
Cc1ccc(NS(=O)(=O)c2ccc(C(=O)N3CCN(c4ncccn4)CC3)cc2)cc1,4,1447,1.2,-21,1,6,-1,-1.3,-1.1,2,-11
COc1ccc(N2CCN(C(=O)c3cccnc3)CC2)c([N+](=O)[O-])c1,3,1390,0.7,25,18,8,-2,0.11,-1.0,-2,1
CC(O)c1nc2ccccc2n1Cc1nnc(-c2ccc(Cl)cc2)o1 (stereo not drawn),0,1480,0.9,6,-28,3,1,·,-0.5,-3,10
O=C(CC1SC(N2CCOCC2)=NC1=O)Nc1cc([N+](=O)[O-])ccc1Cl (stereo not drawn),5,1511,1.1,-9,-14,-1,4,0.77,0.2,3,-3
CC(=O)c1cc(CN2CCN(CCc3ccccc3)C(CCO)C2)cs1 (stereo not drawn),-2,1727,0.9,6,2,14,2,·,0.3,-3,77*
CCCCC(CC)CNC(=O)CCS(=O)(=O)c1cccc2nonc12 (stereo not drawn),-4,1523,0.9,11,·,7,4,·,-2.2,6,-1
O=C(NC1CC1)C1CCN(c2ccc(S(=O)(=O)N3CCOCC3)cc2)CC1,3,1565,1,0,16,4,2,·,-2.4,4,-6
CC(C)n1nc(C(=O)Oc2cccc(Cl)c2Cl)c2ccccc2c1=O,6,1615,0.9,12,-17,-17,-3,·,0.1,12,-3
O=C(OCc1ccc([N+](=O)[O-])cc1)c1ccc(N2CCCC2)c([N+](=O)[O-])c1,6,1689,0.8,19,1,-5,7,·,0.8,5,-4
CCCS(=O)(=O)Nc1c(OC)ccc2c1c(C(=O)OCC)c(C)n2C,2,1564,1,4,2,-9,5,·,0.0,-2,6
Cc1nn(-c2ccccc2)c2sc(C(=O)O)cc12,4,1599,1,-2,·,-6,3,-0.8,-0.8,12,-6
CCC(CC)COC(=O)C(C#N)c1nc2ccccc2nc1N1CCN(CC)CC1 (stereo not drawn),2,1474,0.7,34,-22,3,-10,·,1.4,5,100*
CSc1ccn(CCC(=O)O)c(=O)n1,-1,1387,0.9,10,-22,-3,-9,·,2.4,-6,-5
COc1ccc(-c2[nH]ncc2CN(CCO)CC23CC4CC(CC(C4)C2)C3)c(OC)c1,9,1697,1.1,-14,1,-6,2,-0.3,-1.2,9,11

# Among those listed so far, ten have a thiophene ring, fused or not.
smiles,PPARg SRC-2 ag,SRC2 TRFRET art,bIAP activator,bIAP inh,S1P3 antag,TLR4-MyD88 BLA,PPARg SRC3 recr,ROMK mod,Redox H2O2 prof,PPARg SRC1 recr,Lmaj promast
CC1(C)Cc2c(sc3c2c(=N)n(Cc2ccco2)c(=O)n3Cc2ccccc2)CO1,0,1556,1.1,-9,42,2,9,·,2.5,3,82*
O=C1CN=C(Nc2ccccc2)N1Cc1cccs1,-9,1504,1,5,·,0,0,·,3.6,-4,-7
O=S(=O)(NC1CCCCCCC1)c1cccs1,8,1468,0.7,31,3,0,3,·,1.9,0,-1
Cc1ccc(-c2nc3ccccc3[nH]2)s1,6,1659,0.9,10,8,-1,5,·,-0.9,10,12
O=C(NNc1nc2ccc(Cl)cc2s1)c1cc(-c2cccs2)nc2ccccc12,4,1310,0.9,11,-4,0,2,-0.63,3.5,-3,-9
COC(=O)C1=C(N)OC2=C(C(=O)CC(C)(C)C2)C1c1cccs1 (stereo not drawn),7,1525,1.1,-7,-27,3,5,·,-2.8,9,9
COc1cc2cc3c(N)c(C(=O)Nc4sc(C)c(C)c4C#N)sc3nc2cc1OC,-4,1759,0.8,16,·,11,17,·,-1.9,0,-4
O=C(NCC1CCCO1)C(c1cccs1)N(Cc1cccs1)C(=O)c1ccc(-c2ccccc2)[nH]1 (stereo not drawn),-7,1355,1.1,-8,0,-6,-1,-2.2,0.1,-4,99*
CC(=O)c1cc(CN2CCN(CCc3ccccc3)C(CCO)C2)cs1 (stereo not drawn),-2,1727,0.9,6,2,14,2,·,0.3,-3,77*
Cc1nn(-c2ccccc2)c2sc(C(=O)O)cc12,4,1599,1,-2,·,-6,3,-0.8,-0.8,12,-6
